PPC-1+TRAIL kill: PPC-1 cancer cell killing with TRAIL present; AID 1443; cell killing (% activity), % at 4 µM; 220,000 tested, 0.41% active; PPC-1 cells + TRAIL, ATPLite viability luminescence;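 active means cell killing above 50% in the first pass at 4 µM, then a duplicate retest at 5 µM averaging 50% or more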;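 further: plate controls were cells with TRAIL plus DMSO for no effect and medium-only wells lacking cells for full effect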
zfTRPN1 agonist: activates the zebrafish TRPN1 channel; activation, % at 3 µM; 220,000 tested, 0.18% active; HEK293 zebrafish TRPN1-YFP, Fluo-8 calcium fluorescence; 100% = response to 87 µM carbachol; AID 1424;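 active means activation above its plate's cutoff, the mean activation of test wells on that plate plus 3 SD, cut at about 19% in these data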;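 further: 0% = DMSO alone and 100% = 87 µM carbachol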
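Assay system: Zebrafish TRPN1-YFP in HEK293 cells | Incubation: Dye loading 1 h at 37 °C, then 30 min room temperature | Measured by: Kinetic Fluo-8 fluorescence, ex 470-495, em 515-575 nm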
TNF death inh: TNF-alpha cell death inhibition in Jurkat FADD-/- cells; 220,000 tested, 0.068% active; Jurkat FADD-/- TNF necroptosis rescue, ATP luminescence, 24 h; 0 = TNF only, 100 = no-TNF cells; activation (protection from cell death), % at 10 µM;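 active means activation, meaning protection from cell death, of at least 50% relative to plate controls; inactive means activation below 50%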;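 further: necroptosis triggered by 40 ng/mL TNF-alpha added together with compound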
TRPML3 agonist: human mucolipin-3 channel agonism | activation, % at 3 µM | Q8TDD5 | AID 1448 | 220,000 tested, 0.29% active | HEK293 TRPML3-YFP, Fluo-8 calcium fluorescence; 100% = the carbachol control signal;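 active means activation above its plate's cutoff, the mean activation of the plate's test wells plus 3 SD, cut at about 12% in these data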;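 further: 0% = DMSO only wells and 100% = carbachol wells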
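Material: HEK293 cells stably carrying human TRPML3-YFP; compound dosing: single dose, 3 µM final nominal compound, 0.3% DMSO final; incubation: 1-h 37 °C dye load, 5-s basal, 120-s post-compound reads; technique: Fluo-8 intracellular calcium fluorescence, excitation 470-495 nm, emission 515-575 nm; read-out basis: percent activation from peak-to-basal fluorescence ratio, scaled between DMSO and carbachol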
Ba/F3 V617F tox: loss of viability in JAK2V617F-driven Ba/F3 cells; Ba/F3 EpoR-JAK2V617F viability, ATP luminescence; inhibition, % at 5.6 µM; 220,000 tested, 1.1% active; AID 1446;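 active means inhibition above the campaign mean plus 3 SD over all tested compounds, cut at about 24% in these data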;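 further: cytokine-independent growth of Ba/F3 cells driven by EpoR plus mutant JAK2; 0% = DMSO-treated cells and 100% = JAK inhibitor I control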
BaF3 tox: counter-screen for JAK2V617F inhibitors: parental Ba/F3 viability inhibitors; inhibition, % at 5.6 µM; CellTiter-Glo ATP luminescence; AID 1486; 220,000 tested, 1.1% active;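 active means inhibition above a per-campaign cutoff, the mean inhibition of all tested compounds plus 3 SD, cut at about 27% in these data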;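 further: 0% = DMSO wells and 100% = JAK Inhibitor I control wells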
RBBP9 inh: inhibitors of human serine hydrolase RBBP9 | O75884 | inhibition, % at 7.94 µM | 220,000 tested, 0.2% active | recombinant RBBP9, FP-Rh probe fluorescence polarization;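 active means inhibition above the campaign mean of all tested compounds plus 3 SD, cut at about 14% in these data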;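 further: plate controls were DMSO wells with RBBP9 for no effect and wells lacking RBBP9 protein for full effect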
Target sequence (O75884 whole entry, looked up): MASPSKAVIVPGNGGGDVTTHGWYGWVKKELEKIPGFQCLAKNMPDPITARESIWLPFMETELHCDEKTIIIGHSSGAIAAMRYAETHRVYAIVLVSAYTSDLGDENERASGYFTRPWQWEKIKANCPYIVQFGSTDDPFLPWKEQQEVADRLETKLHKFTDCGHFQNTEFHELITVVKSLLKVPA
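Measured by – fluorescence polarization · Test system – RBBP9 protein · Input – 2.5 µM RBBP9 dispensing solution, before mixing · Measure – percent inhibition from mP, scaled between DMSO and no-protein wells · Benchmarks – DMSO-treated enzyme wells and wells lacking RBBP9 · Times – preincubation 30 min plus labeling 45 min at 25 °C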
Wee1 degr inh: inhibitors of human Wee1 degradation; HeLa Luc-Wee1K328M stability, luciferase luminescence; 100% = proteasome inhibitor MG132 effect; reporter increase, % at 5 µM; 220,000 tested, 1.2% active;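 active means activation above the mean of all tested compounds plus 3 SD, set per screening run, cut at about 8.8% in these data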;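 further: cells exposed to compound for 20 h before luminescence read; 0% = DMSO alone and 100% = MG132 at 30 µM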
Target sequence (P30291 whole entry K328M): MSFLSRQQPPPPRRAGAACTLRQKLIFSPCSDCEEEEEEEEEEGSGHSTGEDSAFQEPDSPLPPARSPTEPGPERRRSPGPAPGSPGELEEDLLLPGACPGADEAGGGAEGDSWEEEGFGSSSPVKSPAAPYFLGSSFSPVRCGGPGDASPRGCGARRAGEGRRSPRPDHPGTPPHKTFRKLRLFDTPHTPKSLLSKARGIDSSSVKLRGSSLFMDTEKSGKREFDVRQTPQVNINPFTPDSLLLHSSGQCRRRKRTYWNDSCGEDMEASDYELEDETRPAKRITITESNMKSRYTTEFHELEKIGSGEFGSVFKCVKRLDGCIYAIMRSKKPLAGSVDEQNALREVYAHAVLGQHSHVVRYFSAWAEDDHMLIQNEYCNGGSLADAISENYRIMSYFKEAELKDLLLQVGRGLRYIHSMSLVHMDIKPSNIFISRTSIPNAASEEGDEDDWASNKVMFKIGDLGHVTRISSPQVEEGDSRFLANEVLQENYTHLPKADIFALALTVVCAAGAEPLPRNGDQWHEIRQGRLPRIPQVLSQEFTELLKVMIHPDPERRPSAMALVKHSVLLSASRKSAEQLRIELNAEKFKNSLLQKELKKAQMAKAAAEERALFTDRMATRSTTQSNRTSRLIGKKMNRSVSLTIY
CHOP inh: blocks CHOP induction under ER stress; CHO-K1 CHOP-promoter luciferase, tunicamycin-induced, 15-18 h; inhibition, % at 10 µM; 220,000 tested, 3.8% active;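 active means compounds that reduced the stress-induced luciferase reporter signal by more than about 70% of percent inhibition, limit read from the data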;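 further: 0% = tunicamycin plus vehicle and 100% = wells without tunicamycin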
* marks the source's active call; other numbers are inactive results; nt = not tested or not shown.

item	smiles	Ba/F3 V617F tox	Wee1 degr inh	zfTRPN1 agonist	BaF3 tox	TRPML3 agonist	CHOP inh	RBBP9 inh	PPC-1+TRAIL kill	TNF death inh
1	COC(=O)CSc1nc(C)c(Oc2ccccc2)c(=O)[nH]1	-2	0	0.9	3	-0.4	30	-5	0	1.2
2	O=C(Nc1ccc(Br)cc1Cl)N1CCOCC1	0	-1	0.0	-2	0.5	22	1	10	-2.7
3	CC(C)(C)c1ccc(S(=O)(=O)O/N=C2/CCCCC2c2ccc([N+](=O)[O-])cc2[N+](=O)[O-])cc1 (stereo not given)	-3	-2	-1.1	4	0.7	35	-5	15	0.9
4	COc1ccc2occ(C(=O)c3ccccc3)c2c1	3	-2	0.6	9	0.2	9	1	18	0.0
5	Cc1[nH]c2ccc(Br)cc2c(=O)c1CN1CCOCC1	1	-3	1.0	7	0.5	0	2	-3	-2.6
6	O=c1[nH]c(=O)n(CCO)c2nnn(Cc3ccccc3)c12	-1	6	0.4	2	0.8	4	-8	0	-0.7
7	Cc1c(Cl)cccc1N1C(=O)CC(NNC(=O)c2cccs2)C1=O (stereo not given)	0	-2	-0.8	2	0.4	21	-13	14	0.1
8	Cc1ccc(-c2nn(-c3ccccc3)cc2C(N)=O)o1	1	-2	2.7	11	0.1	-7	-8	10	0.3
9	CS(=O)(=O)N(Cc1ccccc1Cl)c1ccc(C(=O)NCc2cccnc2)cc1	0	0	1.0	2	0.9	11	-7	-10	1.7
10	Brc1ccc(OCc2ccccc2)c(CNCC2CCCO2)c1 (stereo not given)	-2	0	-1.2	4	0.9	18	1	-13	2.6

Next records.
item	smiles	Ba/F3 V617F tox	Wee1 degr inh	zfTRPN1 agonist	BaF3 tox	TRPML3 agonist	CHOP inh	RBBP9 inh	PPC-1+TRAIL kill	TNF death inh
11	O=C(Nc1ccc(F)cc1)N(CCCN1CCOCC1)Cc1cc2cc3c(cc2[nH]c1=O)OCCO3	0	2	-0.3	9	-0.4	-15	8	1	5.4
12	Nc1c(C(=O)NCCc2ccccc2)sc2nc(N3CCOCC3)c3c(c12)CCCC3	2	-2	0.5	7	-0.7	-4	-9	11	0.5
13	COc1ccc(C2/C(=C(/O)c3ccccc3)C(=O)C(=O)N2C)cc1 (stereo not given)	-2	0	-0.1	3	0.1	12	-6	19	-0.8
14	O=C(NCc1nnc(SCC(=O)N2CCN(c3ccccc3)CC2)o1)c1ccco1	-4	-2	0.3	0	-0.4	7	-9	-14	-0.7
15	COc1ccc(N=Cc2c(O)[nH]c3ccccc23)cc1	0	0	2.5	0	-0.2	14	-1	4	-1.6
16	O=C(NCC(=O)N(c1ccc2c(c1)OCCO2)C(C(=O)NC1CCCC1)c1ccco1)c1ccco1 (stereo not given)	0	4	-0.2	8	-0.5	13	2	16	-2.8
17	COc1ccc(N(CC(O)CN2C(=O)NC(C)(C)C2=O)S(=O)(=O)c2ccccc2)cc1 (stereo not given)	-3	0	0.0	1	0.6	-27	-9	-10	0.3
18	CN(CCOc1ccc(-c2ccn(S(=O)(=O)c3cccc4ccccc34)n2)cc1)c1ccccn1	-4	1	1.6	2	0.1	41	-6	29	-2.3
19	O=C(c1ccccc1)c1cccn1CC(=O)N1CCN(C2CCCCC2)CC1	1	-2	1.4	5	-0.8	-3	0	22	-4.6
20	COc1ccc(C(=O)NNC(=S)NC(=O)/C=C/c2cccs2)cc1	-2	1	2.2	8	-0.4	34	-2	nt	-1.2

(further entries)
item	smiles	Ba/F3 V617F tox	Wee1 degr inh	zfTRPN1 agonist	BaF3 tox	TRPML3 agonist	CHOP inh	RBBP9 inh	PPC-1+TRAIL kill	TNF death inh
21	Cc1ccc(NC(=O)c2ccccc2Br)cc1S(=O)(=O)N(C)C	2	-2	1.6	8	0.6	11	-9	21	-0.5
22	CCOC(=O)C1CCN(Cc2nc3ccccc3c(=O)n2-c2ccc(OCC)cc2)CC1	-1	1	-1.9	5	-1.0	1	8	2	-0.5
23	CCc1nn(C(C)C(=O)NC(C)CCc2ccco2)c(=O)c2cc3occc3n12 (stereo not given)	2	-1	0.9	3	0.0	-2	-15	21	1.6
24	COc1ccc(S(=O)(=O)Nc2ccccc2C)cc1C(=O)N1CCOCC1	-4	-2	0.6	4	0.2	13	2	1	1.2
25	O=C(Cc1ccc(Br)cc1)N1CCCCCC1	4	2	-0.6	3	-0.1	13	-8	27	7.6
26	Cc1cc(S(=O)(=O)NCc2cccs2)ccc1-n1cnnn1	4	4	0.0	8	0.7	-9	-5	30	0.5
27	CCCC1C2C(=O)N(c3cccc(C)c3)C(=O)C2ON1c1ccccc1 (stereo not given)	-2	-2	-0.8	4	3.6	6	-13	-1	4.5
28	COC(=O)c1sc(NC(=O)c2ccco2)c(C#N)c1C	2	-1	2.9	-6	1.4	-8	3	18	-1.7
29	O=C(/C=C/c1ccc(O)cc1)c1ccccc1	-1	-1	-1.5	-5	-0.7	-22	3	4	-23
30	COc1ccc(NC(=O)Cc2ccc(-c3ccccc3)cc2)cn1	4	1	1.8	14	0.5	25	-3	8	-5.3

Further structures:
item	smiles	Ba/F3 V617F tox	Wee1 degr inh	zfTRPN1 agonist	BaF3 tox	TRPML3 agonist	CHOP inh	RBBP9 inh	PPC-1+TRAIL kill	TNF death inh
31	Cc1nnc(NC(=O)CSc2n[nH]c(-c3ccccc3)n2)s1	-1	0	0.7	1	0.6	12	6	0	6.5
32	CCN(CC)c1ccc(N2C(=O)/C(=C/c3cccnc3)SC2=S)cc1	-3	0	-0.5	0	-0.2	39	-10	19	-1.6
33	Cc1ccc(S(=O)(=O)n2c3ccc(Cl)cc3c3nc(C)sc32)cc1	0	-1	-0.2	5	0.5	35	-7	-13	1.8
34	CSc1nc(-c2ccccc2)c(C#N)c(=O)[nH]1	-2	-1	0.9	-7	0.8	-4	0	15	2.4
35	Cc1ccc(C2Oc3ccccc3C3=C2C(c2cccs2)n2ncnc2N3)cc1 (stereo not given)	0	-1	0.1	3	-1.2	34	-7	18	-5.9
36	COC(=O)c1ccc(C)c(NS(=O)(=O)c2ccc(OC)cc2)c1	80*	0	-0.7	75*	0.0	-11	0	-4	-9.5
37	CCCC(c1nnnn1CCC(C)C)N1CCC(C(N)=O)CC1 (stereo not given)	-3	-1	0.0	0	0.4	0	5	18	-2.8
38	COCCn1c(SCc2nc3ccccc3c(=O)[nH]2)nc2ccccc2c1=O	4	0	1.5	3	0.6	27	-10	6	2.8
39	O=C(O)CCCCCn1c(SCC(=O)N2CCCC2)nc2ccsc2c1=O	3	-1	-1.0	3	0.2	-11	-6	17	0.4
40	CC1=CC(C)(C)Nc2ccc(OS(=O)(=O)c3ccc(C)cc3)cc21	-3	1	-1.2	1	-0.7	8	-3	7	-23

Given field by field: entries from further up
(35) Cc1ccc(C2Oc3ccccc3C3=C2C(c2cccs2)n2ncnc2N3)cc1 (stereo not given)
  Ba/F3 V617F tox = 0	Wee1 degr inh = -1	zfTRPN1 agonist = 0.1	BaF3 tox = 3	TRPML3 agonist = -1.2	CHOP inh = 34	RBBP9 inh = -7	PPC-1+TRAIL kill = 18	TNF death inh = -5.9

(36) COC(=O)c1ccc(C)c(NS(=O)(=O)c2ccc(OC)cc2)c1
  Ba/F3 V617F tox = 80*	Wee1 degr inh = 0	zfTRPN1 agonist = -0.7	BaF3 tox = 75*	TRPML3 agonist = 0.0	CHOP inh = -11	RBBP9 inh = 0	PPC-1+TRAIL kill = -4	TNF death inh = -9.5

(37) CCCC(c1nnnn1CCC(C)C)N1CCC(C(N)=O)CC1 (stereo not given)
  Ba/F3 V617F tox = -3	Wee1 degr inh = -1	zfTRPN1 agonist = 0.0	BaF3 tox = 0	TRPML3 agonist = 0.4	CHOP inh = 0	RBBP9 inh = 5	PPC-1+TRAIL kill = 18	TNF death inh = -2.8

Going on with the list:
item	smiles	Ba/F3 V617F tox	Wee1 degr inh	zfTRPN1 agonist	BaF3 tox	TRPML3 agonist	CHOP inh	RBBP9 inh	PPC-1+TRAIL kill	TNF death inh
41	O=C(Nc1ccc(Cl)c(Cl)c1)Oc1ccc(NC(=O)c2ccco2)cc1	0	4	2.5	3	1.0	11	-17	28	-0.9
42	CCOC(=O)c1nc(Nc2ccc(N3CCC(C)CC3)cc2)c2ccccc2n1	-2	1	-2.8	0	-1.0	-19	13	-13	1.0
43	CC1(C)CC2(CC(C)(C)NC(=O)N2)NC(=O)N1	2	-2	0.8	3	0.9	2	-4	14	0.0
44	O=C(COc1ccc(Cl)cc1)Nc1nnc(-c2ccco2)o1	-1	1	0.9	3	0.2	0	-11	-3	0.4
45	CCOC(=O)c1sc(NC(=O)c2ccc(Br)o2)cc1C	2	1	-1.7	7	-0.8	49	6	28	-6.4
46	O=C1CC(C(=O)Nc2ccccc2)N=C(N2CCCCC2)N1 (stereo not given)	-3	1	0.1	2	-0.2	-19	-3	17	-0.6
47	CC(=O)Nc1ccc(Sc2ccccc2C(=O)N2CCCC2)cn1	2	-2	1.8	8	1.1	-20	-6	7	-1.2
48	O=C(NCCCN1CCOCC1)c1ccc(Cl)c(S(=O)(=O)N2CCCCCC2)c1	-1	-1	1.4	6	2.7	-1	-10	20	-2.3
49	COc1ccccc1N(CC(O)COc1ccc(C)cc1)S(=O)(=O)c1ccccc1 (stereo not given)	-2	1	-1.6	2	-0.6	21	-4	8	2.1
50	O=C(NCc1cccs1)C1CCCN(S(=O)(=O)c2cccs2)C1 (stereo not given)	0	-1	0.9	1	0.6	26	1	4	1.4

New compounds follow.
item	smiles	Ba/F3 V617F tox	Wee1 degr inh	zfTRPN1 agonist	BaF3 tox	TRPML3 agonist	CHOP inh	RBBP9 inh	PPC-1+TRAIL kill	TNF death inh
51	Cc1[nH]c2c(C(=O)N3CCCC(CCC(=O)NCc4ccccc4F)C3)cccc2c1C (stereo not given)	5	5	0.8	4	0.0	5	-5	-4	-0.1
52	Cc1nc(Nc2ccc3c(c2)OCCO3)c2c(C)c(C)sc2n1	-1	-3	-2.5	8	-0.3	21	-5	8	-2.8
53	CCOc1cc(C2C(C(=O)c3ccccc3)=C(C(=O)OC)Nc3nnnn32)ccc1O (stereo not given)	-2	-1	-0.1	2	0.3	-38	-6	-18	-0.7
54	C/C(CC(=O)Nc1ccccn1)=N\NC(=O)c1cccc(C)c1	-3	2	0.5	2	1.1	9	-5	17	0.4
55	O=c1[nH]c(CN2CCN(c3ccccc3)CC2)nc2ccccc12	0	2	-0.5	3	0.6	8	-3	35	0.3
